# ZTA counter – ZTA (EBV) inhibition in EBNA-1 counter-screen; P03206; ZTA-DNA binding, fluorescence polarization; inhibition, % at 11 µM; 0.15% of 320,000 active; in the data active means inhibition above about 33%
# HCV core dimer – blocks dimerization of HCV core protein; 0.33% of 300,000 active; TR-FRET GST/Flag-core106 dimerization, 1536-well; inhibition, % at 5 µM; AID 1899;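 active means inhibition above the mean of all tested compounds plus 3 SD, set per screening campaign, cut at about 45% in these data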
#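 Assay system: GST-tagged and Flag-tagged HCV core protein residues 1-106 / Times: compound-protein-antibody incubation 4 h at 22.5 °C / Signal: time-resolved FRET, ex 340 nm, em 617 and 671 nm / Evaluation: % inhibition based on acceptor/donor emission ratio / Benchmarks: wells lacking GST-core106 and wells with excess unlabelled core106 / Repeats: singlicate, one well per compound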
# JMJD2C inh – inhibitors of human GASC-1 (JMJD2C) demethylase | Q9H3R0 | GST-JMJD2C(1-420) H3K9me3 demethylation, DELFIA europium | inhibition, % at 2.35 µM | 0.069% of 330,000 active | AID 2099;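 active means more than half of a compound's replicate wells show inhibition beyond 50%, single wells judged on their own value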;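 further: signal counts dimethyl H3K9 product captured on neutravidin plate; 0% = median of DMSO wells and 100% = 0.3 times that DMSO median; strong numbers were not always called active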
# PP1 inh – PP1-alpha (human) inhibition in PP5 counter-screen; inhibition, % at 6.7 µM; P62136; purified PP1alpha, OMFP fluorescence; 0.9% of 320,000 active;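 active means inhibition above the mean inhibition of all tested compounds plus 3 SD, computed separately for each screening campaign, cut at about 15% in these data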
# Target sequence (P62136 whole entry, looked up): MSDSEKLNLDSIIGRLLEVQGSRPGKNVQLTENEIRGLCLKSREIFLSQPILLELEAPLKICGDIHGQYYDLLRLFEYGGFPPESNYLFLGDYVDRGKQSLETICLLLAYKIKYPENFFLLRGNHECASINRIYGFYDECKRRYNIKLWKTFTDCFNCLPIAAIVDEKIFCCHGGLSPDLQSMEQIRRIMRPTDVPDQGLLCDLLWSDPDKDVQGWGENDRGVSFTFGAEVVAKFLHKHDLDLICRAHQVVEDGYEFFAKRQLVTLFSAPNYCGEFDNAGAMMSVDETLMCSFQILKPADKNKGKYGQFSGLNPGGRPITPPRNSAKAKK
# CTSL1 counter – blocks F. hepatica cathepsin L1 in PFM18AAP counter-screen | recombinant F. hepatica cathepsin L1, Z-Leu-Arg-MCA fluorescence | inhibition, % at 5.96 µM | 0.49% of 300,000 active | AID 1906;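 active means inhibition above the mean of all tested compounds plus 3 SD, set per screening campaign, cut at about 17% in these data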;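 further: 0% = plate median of test compound wells and 100% = 1 µM Z-Phe-Ala-diazomethylketone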
# PP5 primary – PP5 (human) phosphatase inhibition. 0.18% of 320,000 active. purified PP5c, OMFP substrate fluorescence. AID 1987. inhibition, % at 6.7 µM. P53041;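 active means inhibition above the campaign's mean inhibition across all tested compounds plus 3 SD, cut at about 9.5% in these data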;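 further: 0% = DMSO only and 100% = 100 µM cantharidin control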
# Target sequence (P53041 whole entry, looked up): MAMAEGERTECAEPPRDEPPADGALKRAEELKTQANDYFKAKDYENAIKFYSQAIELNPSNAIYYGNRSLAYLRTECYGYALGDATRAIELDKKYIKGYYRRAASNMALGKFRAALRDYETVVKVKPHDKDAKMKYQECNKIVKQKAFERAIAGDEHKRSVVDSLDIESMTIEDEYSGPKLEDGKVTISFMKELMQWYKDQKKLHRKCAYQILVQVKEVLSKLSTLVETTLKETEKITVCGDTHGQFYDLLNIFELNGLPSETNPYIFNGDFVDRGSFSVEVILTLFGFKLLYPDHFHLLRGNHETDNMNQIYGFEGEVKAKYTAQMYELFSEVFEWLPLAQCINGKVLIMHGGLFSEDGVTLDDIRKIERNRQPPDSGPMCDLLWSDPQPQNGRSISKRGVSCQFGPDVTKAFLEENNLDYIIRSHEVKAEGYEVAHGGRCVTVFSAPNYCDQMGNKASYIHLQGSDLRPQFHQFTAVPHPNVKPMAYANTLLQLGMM
# EBNA-1 inh – blocks EBNA-1 binding to DNA | EBNA-1 DNA binding, fluorescence polarization | 0.34% of 300,000 active | inhibition, % at 14.8 µM; in the data active means inhibition above about 28%
# CR mimetic SO – lowers age-related superoxide in aged yeast cells; superoxide response (% of plate mean), % at 10 µM; S. cerevisiae aged cells, superoxide DHE fluorescence; active compounds read low; 0.18% of 330,000 active;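 active means superoxide response under a set limit, about three screen SD below normal, cut at about 65% in these data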;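 further: yeast aged for seven days with compound at 30 °C before DHE staining; 100% = average MFI of all compound-treated wells on the plate with controls excluded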
# TPT1 inhibitor – blocks Candida albicans tRNA 2'-phosphotransferase; 0.81% of 300,000 active; AID 1962; inhibition, % at 5 µM; recombinant caTPT1, FP RNA substrate dephosphorylation;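 active means inhibition above the mean of all tested compounds plus 3 SD, set per screening campaign, cut at about 24% in these data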;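 further: plate controls were DMSO alone for no effect and ferristatin control at 100 nM for full effect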
# * hit, by the source's call; . = not tested or not shown.
# The opening 17 records, to show the layout:
SMILES,ZTA counter,HCV core dimer,JMJD2C inh,PP1 inh,CTSL1 counter,PP5 primary,EBNA-1 inh,CR mimetic SO,TPT1 inhibitor
O=C1N[C@@H](Cc2cnc[nH]2)C(=O)N2CCC[C@@H]12,11,-4,4,-1,3,2.7,2,101,-1
COc1ccc2nc(SC(C)C(=O)NC3(C#N)CCCCC3)[nH]c2c1 (stereo not drawn),-4,.,-1,-2,.,3.4,.,121,.
O=C1CSC(=Nc2ccc(Cl)cc2)N1,-7,-5,-4,0,-4,3.5,-8,118,5
Cc1cc(=O)oc2cc(OCC(=O)Nc3ccccc3C(N)=O)c(Cl)cc12,-23,0,127,2,1,-0.2,-5,94,-3
CN(C)C=NC(=O)c1cc(C(=O)c2ccc(Cl)cc2Cl)c[nH]1,-16,-6,-14,-4,5,-0.6,7,101,7
Clc1ccc(-c2csc(N3CCCCCC3)n2)cc1,1,-2,8,-3,1,-0.6,3,93,-4
Cc1ccc(NC(=O)c2cccc(C(=O)Nc3ccc(C)c(C)c3)n2)cc1C,11,17,-22,0,2,-0.9,7,77,1
CCCC(=O)N1CC2(C)CN(C(=O)CCC)CC(CCC)(C1)C2=O,-2,-2,-8,-4,0,2.4,-8,95,7
S=C(NCc1ccccc1)NCc1ccc(CNC(=S)NCc2ccccc2)cc1,7,-5,4,4,-6,0.8,-1,81,-2
N#Cc1c(N)n(C2CCCCC2)c2nc3ccccc3nc12,-6,1,5,4,2,5.2,-10,101,-1
O=S(=O)(Nc1ccc(O)c(CN2CCCCC2)c1)c1ccccc1,-28,-5,-10,0,-2,0.0,0,107,0
Cc1ccc(S(=O)(=O)Cn2nnnc2C(CC(C)C)N2CCN(C)CC2)cc1 (stereo not drawn),-1,5,0,-2,3,-2.5,6,98,4
Cc1c(C(=O)NCc2ccccc2CN2CCCC2)oc2ccc(F)cc12,5,.,5,-1,.,-2.8,.,106,.
NS(=O)(=O)c1ccc(CCNC(=O)CNCCc2ccccc2)cc1,-13,-2,8,0,-1,3.5,-5,106,-2
CN(Cc1ccon1)Cc1cn[nH]c1-c1ccc(-c2ccccc2)cc1,-13,2,-7,1,0,5.9,4,118,5
CN(C)S(=O)(=O)c1ccc(C(=O)Nc2nnc(SCc3cccc(F)c3)s2)cc1,-2,-11,-17,4,9,-10,-4,84,-4
CC(=NC1CC1)C1=C(O)c2ccccc2C1=O,10,-2,1,0,3,4.5,11,109,0

# The whole of this part (from the top)
SMILES,ZTA counter,HCV core dimer,JMJD2C inh,PP1 inh,CTSL1 counter,PP5 primary,EBNA-1 inh,CR mimetic SO,TPT1 inhibitor
O=C1N[C@@H](Cc2cnc[nH]2)C(=O)N2CCC[C@@H]12,11,-4,4,-1,3,2.7,2,101,-1
COc1ccc2nc(SC(C)C(=O)NC3(C#N)CCCCC3)[nH]c2c1 (stereo not drawn),-4,.,-1,-2,.,3.4,.,121,.
O=C1CSC(=Nc2ccc(Cl)cc2)N1,-7,-5,-4,0,-4,3.5,-8,118,5
Cc1cc(=O)oc2cc(OCC(=O)Nc3ccccc3C(N)=O)c(Cl)cc12,-23,0,127,2,1,-0.2,-5,94,-3
CN(C)C=NC(=O)c1cc(C(=O)c2ccc(Cl)cc2Cl)c[nH]1,-16,-6,-14,-4,5,-0.6,7,101,7
Clc1ccc(-c2csc(N3CCCCCC3)n2)cc1,1,-2,8,-3,1,-0.6,3,93,-4
Cc1ccc(NC(=O)c2cccc(C(=O)Nc3ccc(C)c(C)c3)n2)cc1C,11,17,-22,0,2,-0.9,7,77,1
CCCC(=O)N1CC2(C)CN(C(=O)CCC)CC(CCC)(C1)C2=O,-2,-2,-8,-4,0,2.4,-8,95,7
S=C(NCc1ccccc1)NCc1ccc(CNC(=S)NCc2ccccc2)cc1,7,-5,4,4,-6,0.8,-1,81,-2
N#Cc1c(N)n(C2CCCCC2)c2nc3ccccc3nc12,-6,1,5,4,2,5.2,-10,101,-1
O=S(=O)(Nc1ccc(O)c(CN2CCCCC2)c1)c1ccccc1,-28,-5,-10,0,-2,0.0,0,107,0
Cc1ccc(S(=O)(=O)Cn2nnnc2C(CC(C)C)N2CCN(C)CC2)cc1 (stereo not drawn),-1,5,0,-2,3,-2.5,6,98,4
Cc1c(C(=O)NCc2ccccc2CN2CCCC2)oc2ccc(F)cc12,5,.,5,-1,.,-2.8,.,106,.
NS(=O)(=O)c1ccc(CCNC(=O)CNCCc2ccccc2)cc1,-13,-2,8,0,-1,3.5,-5,106,-2
CN(Cc1ccon1)Cc1cn[nH]c1-c1ccc(-c2ccccc2)cc1,-13,2,-7,1,0,5.9,4,118,5
CN(C)S(=O)(=O)c1ccc(C(=O)Nc2nnc(SCc3cccc(F)c3)s2)cc1,-2,-11,-17,4,9,-10,-4,84,-4
CC(=NC1CC1)C1=C(O)c2ccccc2C1=O,10,-2,1,0,3,4.5,11,109,0
Cc1ccc(C2=NN(C)c3nc4ccccc4n3C2)cc1,-10,1,4,4,2,2.2,-4,90,-3
C=CCn1c(SCC(=O)Nc2ccccc2-c2ccccc2)nc2cc(C(=O)O)ccc2c1=O,14,3,28,0,3,-1.4,-11,112,-2
CCOC(=O)C1CCCN(c2c(NCc3ccco3)c(=O)c2=O)C1 (stereo not drawn),11,-11,-2,-1,1,2.0,4,99,-1
CCOc1ccccc1NC(=O)c1cc(CC(C)C)oc1C,16,2,-5,3,3,0.9,6,108,-2
O=C(CSc1ccc(-c2ccc(-n3cccn3)cc2)nn1)Nc1ccc([N+](=O)[O-])cc1,2,4,-25,-3,4,-2.5,-10,98,0
CCOC(=O)N1CCN(S(=O)(=O)c2cccc3nsnc23)CC1,4,5,1,-4,1,-0.9,0,91,-4
CCN1CCN(C(c2cccs2)C(C)NC(=S)NC2CCCCC2)CC1 (stereo not drawn),4,2,-5,-1,-2,-2.3,8,103,-2
COc1cc2c(cc1NC(=O)CN(C)Cc1ccc(OC)c(OC)c1)oc1ccccc12,-6,0,-1,-4,-2,5.0,0,92,1
CCCc1nc(SCC(=O)c2ccc(F)cc2)c2ccccc2n1,-5,6,-4,0,-3,-0.1,-10,95,-1
CCOC(=O)C(NC(=O)Nc1ccc(F)cc1F)(Oc1ccccc1)C(F)(F)F (stereo not drawn),-9,-5,-18,3,-6,1.1,6,96,0
Cc1ccc2[nH]c(O)c(N=NC(=O)C(C)n3cnc4ccccc4c3=O)c2c1 (stereo not drawn),-18,-16,-2,-3,3,2.2,-7,107,-5
COc1cc(OC)c(C(=O)NC2CC(C)(C)NC(C)(C)C2)cc1OC,-8,-7,-7,-2,1,1.7,3,89,-5
Cc1ccc(C(=O)CCNc2ccc(Br)cc2)o1,-10,-1,14,-3,-1,1.1,3,81,-1
O=C(CCN1C(=O)C2C3C=CC(C4CC34)C2C1=O)Oc1ccccc1 (stereo not drawn),-14,-10,-3,1,1,1.9,8,100,-1
N#Cc1ccc(OCC(=O)Nc2cccc(S(=O)(=O)NC3=NCCCCC3)c2)cc1,17,14,6,5,5,-0.6,-4,101,0
O=S(=O)(c1ccccc1)c1nc(-c2ccco2)oc1NCc1ccco1,-5,8,-5,0,8,0.4,5,89,-4
CCCCCCOc1ccc(/C=C/C(=O)N2CCOCC2)cc1OC,16,-2,13,-1,-3,1.5,-5,107,-1
Cc1nc(-c2cn[nH]c2)c2cc(C)oc2n1,-14,-1,-1,9,0,-1.9,-15,114,1
Cc1nc(C(=O)N2CCCC(C(=O)c3ccc(Cl)cc3)C2)cs1 (stereo not drawn),4,-1,2,2,1,0.3,-8,113,0
Cn1c(N2CCN(C(c3ccccc3)c3ccccc3)CC2)nc2c1c(=O)[nH]c(=O)n2C,12,11,-2,-1,0,-0.3,10,97,0
CN(C)S(=O)(=O)c1ccc(Cl)c(C(=O)NCCNC(=O)c2cc(S(=O)(=O)N(C)C)ccc2Cl)c1,-6,5,10,-3,5,-2.6,2,108,1
O=C(Nc1ccc(F)cc1)c1ccccc1,1,-7,-2,1,1,-0.8,-2,96,0
CCOc1ccccc1N(C(=O)c1snc(C(N)=O)c1N)C(C(=O)NCC1CCCO1)c1ccc2ncccc2c1 (stereo not drawn),13,3,-3,-1,-3,1.1,4,80,-4
CCOc1ccc2nc(SCc3ccc(F)cc3)sc2c1,22,-7,20,2,-1,-0.2,2,90,0
CCOC(=S)SCC(=O)N1CCc2ccccc2C1C1C(=O)CC(C)(C)CC1=O (stereo not drawn),16,8,-5,-2,-6,-2.1,19,106,2
COC(=O)c1ccccc1NC(=O)Nc1ccc(Br)cn1,-17,-1,9,0,4,1.4,-2,86,0
COC(=O)c1[nH]c(C)c(/C(O)=C2\C(=O)C(=O)N(CCCN3CCOCC3)C2c2ccccn2)c1C (stereo not drawn),3,2,18,-6,2,-1.3,6,100,-3
O=C(CCCC(=O)N(c1ccc2c(c1)OCCO2)C(C(=O)NC1CCCCC1)c1ccc(F)cc1)Nc1ccccn1 (stereo not drawn),-6,2,4,-2,-11,1.7,-9,100,2
Cc1nn(-c2ccccc2)c(Cl)c1/C=C(\C#N)C(=O)NC(C)C,-8,2,3,-6,-3,-0.3,-5,110,-6
O=C(NN=C1CCN(Cc2ccccc2)CC1)C(O)c1ccccc1 (stereo not drawn),-22,-5,-2,-1,-2,1.9,11,109,-3
N=C1C(c2ccc(Br)cc2)=C(O)C2CCc3ccccc3N12 (stereo not drawn),0,2,1,-3,1,0.2,-5,93,-1
Cc1cccc(C)c1NC(=S)N(CCN(C)C)C(C)c1cccnc1 (stereo not drawn),-13,-3,7,-3,-2,6.5,6,106,-3
N=c1c(-c2nc3ccccc3[nH]2)cc(C(=O)c2cccs2)nn1-c1ccc(Cl)cc1,3,22,-8,1,1,2.8,-1,119,7
Cc1ccc(C)c(N2CCN(C(=O)CCCCCn3c(=S)[nH]c4ccc(N5CCOCC5)cc4c3=O)CC2)c1,3,19,-4,15,3,-0.3,-6,99,0
CS(=O)(=O)N(CC(=O)Nc1ccc2c(c1)OCO2)Cc1ccccc1,-4,-2,6,-3,8,0.3,8,107,-1
CCCc1cc(=O)n(-c2nc3ccccc3s2)[nH]1,3,-3,-3,9,11,-4.4,10,67,-6
CC(CCc1ccccc1)NC(=O)C(C)OC(=O)c1ccco1 (stereo not drawn),12,-1,-8,-5,-11,-1.7,6,98,0
Cc1ccc(SCC(=O)NCCCc2ccccc2)cc1,-8,0,-11,-2,-1,1.4,6,106,1
NC(=O)c1ccsc1NC(=O)c1ccc(S(=O)(=O)N2CCCCC2)cc1,5,7,-7,1,37*,5.2,5,114,0
O=C(Nc1ccc(F)cc1F)N1CCN(CCc2ccccc2)CC1,11,1,1,-6,0,-0.9,-8,106,2
Cc1ccc2c(c1)C(=O)OC1(O)C3C4C=CC(C4)C3C(=O)N21 (stereo not drawn),-17,-3,-10,-1,-1,4.3,-1,77,-3
CC(=O)c1ccc(C(=O)NC2CCCN(Cc3ccccc3F)C2)cc1 (stereo not drawn),7,-2,.,-4,-1,-3.2,-2,108,3
COc1cc(NC(=O)CCc2ccccc2)c(C(=O)O)cc1OC,-12,-6,-11,0,4,0.3,0,108,-2

# Screens deposited in PubChem BioAssay by several laboratories.
